# Screening data as filed in PubChem BioAssay.
# GPR151 activ = activators of human GPR151, primary screen, cell-based, PathHunter beta-arrestin, luminescence | 1% of 650,000 active | G-protein coupled receptor 151 (Homo sapiens), Q8TDV0 | PathHunter beta-arrestin GPR151 cells | activation, % at 11.2 µM; in the data active = activation above about 4.9%;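 also: 0% = median of compound wells and 100% = cells with positive control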
# Target sequence (Q8TDV0 whole entry, looked up): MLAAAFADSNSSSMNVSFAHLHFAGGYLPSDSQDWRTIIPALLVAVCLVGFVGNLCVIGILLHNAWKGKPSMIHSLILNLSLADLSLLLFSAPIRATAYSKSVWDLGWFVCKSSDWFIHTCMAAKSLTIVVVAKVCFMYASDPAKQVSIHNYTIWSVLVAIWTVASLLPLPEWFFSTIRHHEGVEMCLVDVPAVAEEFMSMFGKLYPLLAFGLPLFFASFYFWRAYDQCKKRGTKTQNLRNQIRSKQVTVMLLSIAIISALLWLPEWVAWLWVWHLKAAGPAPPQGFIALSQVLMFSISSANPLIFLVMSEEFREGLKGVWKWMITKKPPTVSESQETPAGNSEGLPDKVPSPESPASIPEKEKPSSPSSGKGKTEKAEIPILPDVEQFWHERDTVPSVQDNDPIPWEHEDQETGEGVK
# MITF inh = MITF inhibitors, primary screen, biochemical, AlphaScreen, human | inhibition, % at 2.6 µM | 0.91% of 650,000 active | AlphaScreen MITF homodimerization, bead proximity signal | Microphthalmia-associated transcription factor (Homo sapiens), O75030; in the data active = inhibition above about 50%;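 also: 0% = vehicle wells with protein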
# Target sequence (O75030 whole entry, looked up): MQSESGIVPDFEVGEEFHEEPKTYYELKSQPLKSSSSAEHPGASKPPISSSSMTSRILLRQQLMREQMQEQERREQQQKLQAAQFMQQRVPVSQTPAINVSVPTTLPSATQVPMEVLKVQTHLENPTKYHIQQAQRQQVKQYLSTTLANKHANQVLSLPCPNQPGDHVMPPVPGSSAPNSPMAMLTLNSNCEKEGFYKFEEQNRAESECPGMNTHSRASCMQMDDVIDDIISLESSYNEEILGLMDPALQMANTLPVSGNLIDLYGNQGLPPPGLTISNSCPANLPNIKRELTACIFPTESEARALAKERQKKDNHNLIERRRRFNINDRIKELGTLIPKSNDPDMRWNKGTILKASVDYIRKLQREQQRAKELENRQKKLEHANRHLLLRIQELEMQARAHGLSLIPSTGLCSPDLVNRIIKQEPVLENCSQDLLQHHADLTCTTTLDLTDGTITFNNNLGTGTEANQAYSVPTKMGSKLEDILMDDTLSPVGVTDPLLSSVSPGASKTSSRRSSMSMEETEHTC
# TEAD-YAP block = TEAD-YAP interaction inhibition, primary screen, TEAD-YAP interaction inhibitor project, luminescence, HEK-TIYL cells; TEAD-Gal4/YAP UAS-luciferase luminescence; inhibition, % at 9.12 µM; 1.4% of 640,000 active; AID 1259422, 2018; in the data active = inhibition above about 32%;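 also: 0% = median of test compound wells and 100% = reference inhibitor wells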
# FBW7 act = FBW7 E3 ligase activators, primary screen, biochemical, AlphaScreen, human; 0.13% of 650,000 active; F-box/WD repeat-containing protein 7 (Homo sapiens), Q969H0; normalized activity (activation), % at 26.1 µM; AID 1259310, 2017; AlphaScreen FBW7–phospho-cyclin E peptide binding, activator screen; in the data active = normalized activity above about 1.9%;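 also: purified mutant Fbw7 with reduced substrate affinity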
# * = called active by the depositor; · = not tested or not shown; & = joins results of further samples.
Compound	GPR151 activ	MITF inh	TEAD-YAP block	FBW7 act
O=C(NCc1ccccc1)c1csc(-c2ccccc2)n1	0.4	-5	-4	0.0
CCOC(=O)C(CC(C)C)NS(=O)(=O)c1ccc(Br)cc1 (centres undefined)	-1.8	11	-2	0.1
Cc1ccc(N2C(=O)C3C=NNC3C2=O)cc1 (centres undefined)	3.0	-15	-11	-0.1
Cc1nc(CC(C)C)cc(C(=O)N2CCC(CO)(CCOc3ccccc3)CC2)n1	1.3	-1	0	0.0
CS(=O)(=O)C1=C(N)C(=O)N(c2ccc(F)cc2)C1c1ccccc1 (centres undefined)	0.6	-2	2	-0.1
CCCn1c(SCC(=O)Nc2cccc(NC(C)=O)c2)nnc1-c1ccccn1	0.4	-20	6	-0.1
CCOC(=O)c1c(NC(=O)c2ccc(Cl)cc2)sc(C(=O)Nc2ccccc2F)c1C	-0.5	-10	6	-0.2
N#CC1=C(N)SC(N)=C(C#N)C1c1cccc(OCc2ccccc2)c1	-4.1	6	-14	-0.1
CCc1nc2ccccc2c2nn(CC(=O)N(CC)CC)c(=O)n12	0.1	0	5	-0.1
O=C(COc1ccc(Cl)cc1)N1CCN(C(=O)c2ccc([N+](=O)[O-])cc2)CC1	-1.0	0	4	-0.1
CC1=CC2=NC(=O)/C(=C\c3cc(C)n(-c4cccc(C)c4)c3C)C(=N)N2O1	-0.3	18	50*	0.7
COc1ccccc1Nc1nc(-c2ccc(NC(=O)c3ccccc3)cc2)cs1	-0.2	9	2	0.1
CCc1ccc(CN2CCC3(CC2)CC3C(=O)NCCn2ccnc2)o1 (centres undefined)	-0.4	6	-4	0.0
COc1ccccc1-c1cnc2c(NCc3cc(OC)c(OC)c(OC)c3)nccn12	0.1	1	-7	0.1
CSc1nc2c(c(=O)[nH]1)C(c1ccc(F)cc1)C1=C(CCCC1=O)N2 (centres undefined)	-0.8	8	1	-0.1

# (next part)
Compound	GPR151 activ	MITF inh	TEAD-YAP block	FBW7 act
COc1ccc(Cc2nnc(-c3cccc(C)c3)o2)cc1OC	0.7	10	-11	0.1
Oc1ccc(-c2csc(Nc3ncccn3)n2)c(O)c1	-1.4	8	-84	-0.2
CC1C(=O)N2CCCc3cc(S(=O)(=O)Nc4ccc(F)cc4)cc1c32 (centres undefined)	-0.9	8	4	-0.1
O=C(NCc1ccco1)c1nn2c(C(F)(F)F)cc(-c3ccc(Br)cc3)nc2c1Cl	0.5	8	-6	0.3
CCOc1ccccc1C(=O)NC(C)C1CC2CCC1C2 (centres undefined)	-0.3	11	13	0.1
CCOC(=O)c1cc(NC(=O)CSc2nnc3cc(C)c4ccccc4n23)cc(C(=O)OCC)c1	-0.2	-4	7	0.1
CCOc1ccccc1C(=O)NCCc1ccc(F)cc1	-1.5	-1	-15	0.6
COC(=O)C1=C(C)NC2=C(C(=O)CC(C)(C)C2)C1c1ccc(O)cc1 (centres undefined)	2.1	-6	12	0.1
Cc1ccc(NC(=O)CS(=O)CC(=O)NCc2ccc3c(c2)OCO3)cc1Cl (centres undefined)	-0.2	-1	-7	-0.1
CC(C)CCNCc1c(C(=O)O)n(Cc2ccccc2)c2ccccc12	-0.3	9	5	0.1
C#CCn1c(=NC(C)=O)sc2cc(F)ccc21	0.8	-5	9	0.2
CCn1c(=O)n(CC(=O)N2CCC(C(N)=O)CC2)c(=O)c2ccccc21	-0.9	-6	4	-0.1
Cc1cc(C)n2c(SCC(=O)NC(=O)C(C)(C)C)nnc2n1	0.2	-10	1	-0.2
Cc1ccc(-c2nn(-c3ccccc3)cc2C(=O)N2CCOCC2)cc1	0.3	-1	8	0.1
O=C(/C=C/c1cc([N+](=O)[O-])ccc1O)Nc1cccc(Br)c1	5.6*	-2	-2	0.1

# Other structures.
Compound	GPR151 activ	MITF inh	TEAD-YAP block	FBW7 act
CCCC1CCc2c(sc(NC(=O)c3ccncc3)c2C(N)=O)C1 (centres undefined)	2.8	-15	-3	-0.1
CCC(C)NC(=O)c1cc2c(=O)n3ccccc3nc2n1CCCOC (centres undefined)	-0.1	5	1	-0.1
COc1ccc(CN(Cc2cc3cc(C)ccc3[nH]c2=O)C(=O)N(C)C)cc1	-0.2	16	2	0.4
C/C(=C/C(=O)O)C(=O)Nc1ccccc1Oc1ccccc1	3.8	11	1	0.2
COc1ccc(-c2nc3cnccn3c2NC(C)(C)C)c(OC)c1	-0.1	-3	-7	0.2
COc1ccc2c(CC(=O)NC3=NCCS3)coc2c1	1.5	-1	1	0.0
CCn1c2cc(C)sc2c2cnn(CC(=O)N3CCCCC3)c(=O)c21	0.3	14	9	0.0
Cc1cc(C(=O)Nc2sc(C)c(C)c2C#N)ccc1[N+](=O)[O-]	2.5	-3	-2	0.0
CCOc1ccccc1NC(=O)C1CCCN(S(=O)(=O)c2c(C)[nH]c(=O)[nH]c2=O)C1 (centres undefined)	0.8	-2	-5	0.0
C=CCNC(=O)COc1cc(C)ccc1C	1.0	0	5	-0.1
CC(=O)Cn1c(=O)c2c(nc3n(-c4ccccc4C)c(C)cn23)n(C)c1=O	1.0	27	-6	0.2
O=C(Nc1nc(-c2ccc(Cl)c(Cl)c2)cs1)c1ccc(Br)cc1F	-1.4	6	1	0.7
Cc1ccc(CNC(=O)CSc2nc3ccccc3c(=O)n2CC2CCC(C(=O)N3CCN(c4ccccc4)CC3)CC2)cc1 (centres undefined)	-0.4	4	-11	0.3
COc1cccc(C(=O)Nc2ccc(C3CC3(Cl)Cl)cc2)c1 (centres undefined)	-6.5	-28	19	0.0
COc1ccc(C2(O)CC(C(F)(F)F)=NN2C(=O)OC(C)(C)C)cc1 (centres undefined)	0.3	-3	-39	-0.3

# (further entries)
Compound	GPR151 activ	MITF inh	TEAD-YAP block	FBW7 act
Cc1ccc(N(CCCN2C(=O)c3cccc4cccc(c34)C2=O)C(=O)c2ccccc2[N+](=O)[O-])cc1	1.0	-3	0	-0.1
On1ccc2c(Br)cncc21	-0.1	5	-11	0.0
Cc1ccc(-c2c(C)sc3ncn(C)c(=O)c23)cc1C	-0.8	3	4	0.4
O=C(O)c1cc(S(=O)(=O)NNc2ccccc2)ccc1O	0.2	19	-9	-0.1
CCOC(=O)c1c(-c2ccccc2)oc2ccc(NS(=O)(=O)c3ccc(OCC)cc3)cc12	0.3	-22	57*	0.2
COc1ccc(CNCCNC(=O)c2ccco2)c(OC)c1	0.2	26	8	0.1
Cc1cccc(C)c1OCC(O)Cn1c[n+](C)c2ccccc21 (centres undefined)	0.3	9	1	0.4
Cc1cccc(N2C(=O)C3C(C2=O)C2C=CC3C23CC3)c1 (centres undefined)	2.5	6	5	-0.1
O=C(NCc1nc(-c2ccncc2)n[nH]1)c1cc(F)cc(F)c1	-0.6	-4	-2	-0.3
CCOC(=O)c1cc(S(=O)(=O)Nc2ccc(F)cc2C)cn1C	0.5	12	7	0.1
O=C(O)CCn1c2ccccc2c2cn[nH]c(=O)c21	0.3	7	-1	-0.3
COc1ccc(CN(C)c2nc(-c3cccnc3)nc3sc(C)c(C)c23)cc1OC	0.3	2	-2	-0.3
C=C(C)CNC(=S)Nc1cccc2cnccc12	1.2	7	14	0.0
C/C(=C\C(=O)c1ccc(Cl)cc1)N1CCOCC1	-0.1	-5	1	0.0
CCCOC(=O)C1=C(C)NC2=C(C(=O)CC(C)(C)C2)C1c1ccc(OC)c(OC)c1OC (centres undefined)	-0.7&0.4	9&-6	1&4	0.2&-0.2

# Going on with the list:
Compound	GPR151 activ	MITF inh	TEAD-YAP block	FBW7 act
COC(=O)c1ccc(COn2c(=O)c(-c3ccc(C)cc3)[n+]([O-])c3ccccc32)cc1	-0.2	8	-11	-0.3
CCc1ccc2nc(N3CCC(C(=O)NC(C)CC)CC3)sc2c1 (centres undefined)	-0.3	13	9	0.0
CCC(Sc1nc2ccsc2c(=O)n1Cc1ccccn1)C(=O)Nc1ccc(C)c(Cl)c1 (centres undefined)	-0.2	3	-8	-0.8
CCCCSc1nc2c(c(=O)n1-c1ccc(OC)cc1)C1(CCCCC1)Cc1ccccc1-2	0.7	-1	1	0.1
CCNc1ccccc1C(=O)OCC(=O)c1cccc([N+](=O)[O-])c1	0.7	5	2	-0.2
NC(=O)c1cc(S(=O)(=O)N2CCOCC2)ccc1O	-1.4	8	-10	0.2
O=[N+]([O-])c1c(N2CCOCC2)n[nH]c1-c1nnco1	1.2	-5	-10	-0.2
Cc1cc(C)c2c(N)c(-c3nc(N)nc(N4CCOCC4)n3)sc2n1	-0.8	-26	3	-0.1
O=C(NNC(=O)c1cccs1)c1ccc(Br)cc1	0.1	-5	-22	-0.1
Cc1cc(OCC(=O)Nc2ccc(C(N)=O)cc2)cc(C)c1Br	-1.3	9	2	0.1
CCC(C)(C)NC(=O)C(c1cccc(C)c1)N(Cc1cccnc1)C(=O)c1csnn1 (centres undefined)	0.5	-3	-8	0.0
Cc1ccc(-n2ncc3c(=O)n(CC(=O)NCCc4ccccc4)cnc32)cc1C	-1.8	20	3	0.0
COc1ccc(OCCOc2c(Br)cc(/C=C3/C(=N)N4N=C(C)SC4=NC3=O)cc2OC)cc1	-1.8	-22	-28	0.0
COc1ccc(OC)c(NC(=O)NC23CC4CC(CC(C4)C2)C3)c1	0.4	-7	7	-0.1
CC(=O)NCCn1c(SCc2ccc(C)cc2)nc2ccccc2c1=O	-1.4	16	8	0.3

# Entries of single compounds from above. Values in the order: GPR151 activ, MITF inh, TEAD-YAP block, FBW7 act
# CCOC(=O)c1cc(NC(=O)CSc2nnc3cc(C)c4ccccc4n23)cc(C(=O)OCC)c1 as listed: -0.2, -4, 7, 0.1
# CCOC(=O)c1c(-c2ccccc2)oc2ccc(NS(=O)(=O)c3ccc(OCC)cc3)cc12 as listed: 0.3, -22, 57*, 0.2
# O=C(NCc1nc(-c2ccncc2)n[nH]1)c1cc(F)cc(F)c1 as listed: -0.6, -4, -2, -0.3
# O=C(Nc1nc(-c2ccc(Cl)c(Cl)c2)cs1)c1ccc(Br)cc1F as listed: -1.4, 6, 1, 0.7

# New compounds follow:
Compound	GPR151 activ	MITF inh	TEAD-YAP block	FBW7 act
CCCc1ccc(OCc2nnc(N)s2)cc1	-2.6	6	-7	-0.3
CCOC(=O)c1nc(N2CCCC2)c2ccccc2n1	0.3	1	4	-0.2
CCCCCC#CCC#CCCCCCCCC(=O)O	-0.9	-1	·	·
CC(=O)c1ccc(NC(=S)Nc2ccc(C)cn2)cc1	0.1	-7	-14	-0.3
O=Cc1ccc(Oc2ccccc2C(=O)N2CCCC2)c([N+](=O)[O-])c1	0.7	15	-1	-0.1
Cc1nc(N(C)c2ccc(C(C)C)cc2)c2c(C)c(C(=O)Nc3c(F)cc(F)cc3Br)sc2n1	0.2	-12	-1	-0.1
CCS(=O)(=O)N1CCC(c2ccc3c(c2)OCO3)CC1	-0.3	5	1	0.0
CSCc1ccc(C(=O)N2CCN(C(=O)c3ccccc3)CC2)cc1	-1.0	8	6	0.2
O=C(NCCOc1ccccc1)c1cccc(NC2CCN(Cc3ccccc3)CC2)n1	-0.4	18	-24	0.0
O=C(c1ccccc1)c1ccc2nc(CN3CCN(C(=O)NCc4ccco4)CC3)[nH]c2c1	0.1	16	0	0.1
CCCCOc1ccc(NC(=O)CSc2nc3ccc(NC(=O)CCc4ccccc4)cc3s2)cc1	-1.1	6	-2	0.1
S=C(Nc1ccc(Oc2ccccc2)cc1)N(Cc1cccnc1)Cc1ccco1	2.0	6	2	0.1
O=C1OC(c2cccc(Br)c2)=N/C1=C\c1cccs1	-0.2	-6	-3	-0.1
CCN(CC)Cc1ccc(NC(=O)c2cccc(F)c2)cc1	-3.8	14	-40	0.1
O=C(Nc1ccc(F)cc1)C1CC(=O)N(Cc2ccc3c(c2)OCO3)C(=Nc2cccc(C(F)(F)F)c2)S1 (centres undefined)	1.2	-3	-12	0.0

# The results go on:
Compound	GPR151 activ	MITF inh	TEAD-YAP block	FBW7 act
C=CCOn1c(=O)c(-c2cccs2)[n+]([O-])c2ccccc21	0.3	-1	-23	0.5
C=CCn1c(-c2ccccc2)csc1=Nc1cccc(C(=O)O)c1	-1.0	-2	-43	-0.2
COc1ccc(-c2c(C)c3ccc(O)c(CN4CCN(CCO)CC4)c3oc2=O)cc1	-0.1	7	-8	0.0
O=c1[nH]c(=S)n(-c2cccc(Cl)c2)c(O)c1/C=C1\C=CC=N1	0.9	13	6	0.1

# Four compounds from above, limited to MITF inh.
canonical_smiles | MITF inh
C=CCOn1c(=O)c(-c2cccs2)[n+]([O-])c2ccccc21 | -1
C=CCn1c(-c2ccccc2)csc1=Nc1cccc(C(=O)O)c1 | -2
COc1ccc(-c2c(C)c3ccc(O)c(CN4CCN(CCO)CC4)c3oc2=O)cc1 | 7
O=c1[nH]c(=S)n(-c2cccc(Cl)c2)c(O)c1/C=C1\C=CC=N1 | 13
